Screening data as filed in PubChem.
MEP2 TOR yeast: modulators of MEP2-GFP levels in yeast, primary screen, S. cerevisiae, multiplex flow cytometry, MLPCN library. AID 2016, 2009. 330,000 tested, 0.51% active. S. cerevisiae MEP2-GFP strain, 3 h; 100% = DMSO control level. GFP response vs DMSO, % at 10 µM;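 active = GFP response versus DMSO above a set limit, roughly screen mean plus 3 SD, cut at about 180% in these data; inconclusive = fewer than 70 cells counted for a yeast strain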;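 note: median GFP fluorescence of the barcode-gated MEP2-GFP cells per well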
VLA-4 inh: inhibition in human VLA-4 binding assay, primary screen, VLA-4 allosteric modulator project, MLPCN library, flow cytometry, VLA-4 expressing cells | Integrin alpha-4 (Homo sapiens), P13612 | ligand binding flow cytometry | inhibition, % (about 7 µM as worked out from the volumes in the protocol) | 330,000 tested, 0.2% active | AID 2557, 2010; in the data active = inhibition above about 50%
GRK2 inh: compounds blocking aptamer binding on GRK2 – biochemical, human GRK2, bead flow cytometry, HTS, primary screen; Beta-adrenergic receptor kinase 1 (Homo sapiens), P25098; FAM-aptamer displacement from GRK2; inhibition of aptamer binding, % at 10 µM; 330,000 tested, 0.59% active; AID 488847, 2010;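 active = inhibition of aptamer binding above 40%, roughly 3 SD of noise, on plates passing a quality check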;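 note: median bead fluorescence of bound FAM aptamer so fluorescent compounds give negative values; no value below 0 was filed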
Target sequence (P25098 whole entry, looked up): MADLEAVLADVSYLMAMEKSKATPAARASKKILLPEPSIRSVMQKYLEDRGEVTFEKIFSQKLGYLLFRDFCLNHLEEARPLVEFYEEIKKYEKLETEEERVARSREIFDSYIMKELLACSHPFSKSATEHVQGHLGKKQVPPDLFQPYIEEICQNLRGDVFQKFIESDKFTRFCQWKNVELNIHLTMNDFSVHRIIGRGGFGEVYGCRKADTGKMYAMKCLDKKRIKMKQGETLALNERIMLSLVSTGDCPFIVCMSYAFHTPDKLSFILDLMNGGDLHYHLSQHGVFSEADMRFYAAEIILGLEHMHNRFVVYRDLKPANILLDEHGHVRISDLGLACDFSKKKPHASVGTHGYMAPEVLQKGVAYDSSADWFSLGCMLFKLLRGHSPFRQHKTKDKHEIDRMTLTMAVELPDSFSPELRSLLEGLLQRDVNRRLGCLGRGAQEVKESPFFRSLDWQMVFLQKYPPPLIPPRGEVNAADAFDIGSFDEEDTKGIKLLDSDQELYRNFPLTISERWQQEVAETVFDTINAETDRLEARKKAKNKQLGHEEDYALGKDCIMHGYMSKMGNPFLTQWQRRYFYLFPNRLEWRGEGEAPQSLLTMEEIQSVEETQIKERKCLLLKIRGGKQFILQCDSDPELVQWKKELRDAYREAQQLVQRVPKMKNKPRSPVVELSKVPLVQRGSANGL
AGP1-GFP MLPCN: modulators of AGP1-GFP expression in yeast TOR pathway, primary screen, cell-based, multiplex flow cytometry, S. cerevisiae, MLPCN library; 3 h; GFP as percent of DMSO wells; GFP response vs DMSO, % at 10 µM; 320,000 tested, 0.02% active; AID 2066, 2009;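 active = GFP response relative to DMSO above a set limit, near screen average plus 3 SD, cut at about 150% in these data; inconclusive = fewer than 70 cells counted for the yeast strain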;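 note: median GFP channel fluorescence of the gated AGP1 strain per well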
Yeast superoxide: reduction of superoxide in aged yeast, primary screen, HTS; S. cerevisiae aged cells, superoxide DHE fluorescence; stronger effect = lower value; superoxide response (% of plate mean), % at 10 µM; 330,000 tested, 0.18% active;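 active = superoxide response under a set limit, about three screen SD below normal, cut at about 65% in these data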;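 note: yeast aged for seven days with compound at 30 °C before DHE staining; 100% = average MFI of all compound-treated wells on the plate with controls excluded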
RPL19A-GFP yeast: RPL19A-GFP expression modulators in yeast, primary screen, cell-based, S. cerevisiae, multiplex flow cytometry, MLPCN | S. cerevisiae RPL19A-GFP strain, 3 h; stronger effect = lower value | percent response vs DMSO, % at 10 µM | 330,000 tested, 0.3% active;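 active = percent response vs DMSO below 50%; inconclusive = fewer than 70 events counted for the yeast strain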;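 note: median channel GFP fluorescence of the barcoded RPL19A-GFP strain; ratio of sample median GFP to plate DMSO average so 100% = DMSO; lower means less RPL19A-GFP as with rapamycin TOR inhibition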
CIT2 TOR yeast: modulators of CIT2-GFP expression in yeast, primary screen, S. cerevisiae, GFP fusion, multiplex flow cytometry, MLPCN library. 320,000 tested, 0.065% active. GFP response vs DMSO, % at 10 µM. AID 2029, 2009. S. cerevisiae CIT2-GFP strain, 3 h; 100 means same as DMSO wells;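 active = GFP response relative to DMSO above a set limit, near the screen mean plus 3 SD, cut at about 150% in these data; inconclusive = Fewer than 70 cells measured for a yeast strain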;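 note: ratio of well median GFP fluorescence to mean of DMSO wells on the plate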
LAP4-GFP MLPCN: modulators of LAP4-GFP expression in yeast, primary screen, S. cerevisiae, multiplex flow cytometry, MLPCN library; 320,000 tested, 0.34% active; 3 h; median GFP as percent of DMSO wells; GFP response vs DMSO, % at 10 µM;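 active = GFP response vs DMSO above a set limit, about the screen mean plus 3 SD, cut at about 150% in these data; inconclusive = under 70 cell events counted for the yeast strain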
An asterisk follows results filed as active; ? = inconclusive; / = not tested or not shown.

SMILES	MEP2 TOR yeast	VLA-4 inh	GRK2 inh	AGP1-GFP MLPCN	Yeast superoxide	RPL19A-GFP yeast	CIT2 TOR yeast	LAP4-GFP MLPCN
Cc1nn(-c2cccc(Cl)c2)c2c1C(c1cccnc1)C(C#N)=C(N)O2 (stereo not drawn)	106	12	0	104	90	104	93	108
S=C(Nc1cccc2ccccc12)NC1CCCCC1	87	1	1	82	90	84	85	88
Cc1ccc(C(=O)NCCCn2ccnc2)cn1	112	13	1	/	102	103	108	105
CCN(c1cccc(C)c1)S(=O)(=O)c1cccc(C(=O)O)c1	104	6	0	97	129	101	95	98
COCCNC(=S)Nc1ccc2nc(N3CCOCC3)cc(C)c2c1	110	10	2	89	104	100	98	86
COc1ccc(/C=N/NC(=O)c2ccco2)cc1OCc1ccccc1	101	12	0	98	105	103	95	104
CCc1ccccc1N(CC(=O)N/N=C/c1ccc(OC(=O)OC)c(OC)c1)S(C)(=O)=O	93	21	0	101	112	98	99	95
Nc1c(N(CCCO)C(=O)C2CCCCC2)c(=O)[nH]c(=O)n1Cc1ccccc1	94	8	2	88	100	86	78	88
O=C(Nc1cnccc1C(F)(F)F)NC1CCCCC1	99	-6	1	110	108	101	108	111
COc1ccc(-c2ncccc2OC(=O)C23CC4CC(CC(C4)C2)C3)cc1OC	104	13	0	105	106	107	101	92
Cc1nc(-c2cccc(NS(C)(=O)=O)c2)cs1	98	8	0	97	88	97	105	98
COc1ccc(NC(=O)c2cc(-c3ccc(C)o3)nc3ccccc23)cc1OC	99	-11	0	98	87	95	122	103
O=S(=O)(Nc1cccc(-c2ccc3nncn3n2)c1)c1ccccc1F	100	2	7	99	99	99	96	101
C=C(C)C(O)CC/C(C)=C/Cc1c(O)ccc(C(=O)/C=C/c2ccc(O)cc2)c1O (stereo not drawn)	95	6	0	103	123	98	95	100
Cc1ccc(C23CC4CC(CC(C(=O)NC(C)C)(C4)C2)C3)cc1	106	8	2	108	102	106	112	95
Cc1cccc(C(=O)Nc2cc(OCc3cccc(F)c3)c(Cl)cc2Cl)c1	93	-5	0	101	97	101	101	87
COc1cc(C=O)ccc1OC(=O)Nc1ccccc1	103	6	0	105	83	95	110	88
c1ccc(CN2CCN(C(c3ccccc3)c3nnnn3Cc3ccccc3)CC2)cc1 (stereo not drawn)	108	2	0	109	97	110	110	106
C/C(=N\NC(=O)c1ccc(Cl)c(S(=O)(=O)Nc2ccccc2Cl)c1)c1ccncc1	98	-2	3	97	109	94	95	91
COc1ccc(C2=NS(=O)(=O)N(C)C(C(=O)N3CCOCC3)=C2)cc1OC	92	17	1	81	91	84	90	87

Next section, overlapping the part above by 2 compounds.
SMILES	MEP2 TOR yeast	VLA-4 inh	GRK2 inh	AGP1-GFP MLPCN	Yeast superoxide	RPL19A-GFP yeast	CIT2 TOR yeast	LAP4-GFP MLPCN
C/C(=N\NC(=O)c1ccc(Cl)c(S(=O)(=O)Nc2ccccc2Cl)c1)c1ccncc1	98	-2	3	97	109	94	95	91
COc1ccc(C2=NS(=O)(=O)N(C)C(C(=O)N3CCOCC3)=C2)cc1OC	92	17	1	81	91	84	90	87
Cc1ccc(NC(=O)CNCc2ccc(Cl)cc2Cl)cc1S(=O)(=O)N(C)C	102	8	3	104	105	101	95	111
COc1cc2nc(SCc3ccc(Cl)cc3Cl)n(Cc3cccs3)c(=N)c2cc1OC	113	1	0	104	86	100	110	105
Cc1ccc(C(=O)OCC(=O)NNC(=O)COc2ccc(Cl)cc2)c(O)c1	95	6	0	90	106	85	95	91
CC1=C(C(=O)Nc2cc(C(=O)N3CCN(c4cccc(C)c4)C(C)C3)ccc2C)SCCO1 (stereo not drawn)	95	14	0	101	80	101	99	91
Nc1nonc1C(=O)NCCNCc1cc(Br)ccc1OCc1ccc(F)cc1	103	7	2	110	99	105	101	107
Cc1ccc(NC(=O)CSc2nnc(COc3ccccc3C)o2)cc1	98	2	0	96	96	101	98	93
COc1ccc(Cl)cc1NC(=O)COc1ccc(S(=O)(=O)N2CCOCC2)cc1C	?	-12	0	?	92	?	?	?
Cc1ccc(CNC(=O)CN(C2CCCCC2)S(C)(=O)=O)cc1	93	20	3	/	103	94	92	94
c1ccc(C2CSc3ccccc3N2)cc1 (stereo not drawn)	98	-3	0	59	85	97	73	88
O=C(CCC(=O)Nc1ccccc1)N/N=C/c1cccnc1	80	1	4	97	108	93	104	80
O=C(Nc1nncs1)c1cc2c(s1)CCC2	102	14	0	88	96	90	90	99
O=C(N/N=C/C1CC2CCC1C2)C1CC1 (stereo not drawn)	99	10	3	100	88	101	106	102
COc1cccc(-c2nc(C#N)c(N3CCN(C(=O)c4ccco4)CC3)o2)c1	112	18	0	102	99	110	/	88
Cn1c(=O)c(-c2cccc(Cl)c2)c(O)c2ccccc21	106	3	0	98	105	101	97	116
O=C(NCCOc1ccccc1)C1Nc2ccc(OC(F)(F)F)cc2C2C=CCC12 (stereo not drawn)	88	-5	1	78	104	94	72	98
CCN=C1Sc2nc3ccc(OCC)cc3cc2CN1CCOC	98	-3	2	100	106	97	100	98
C=CCC1CCCCC12NC(=O)NC2=O (stereo not drawn)	102	-6	0	103	119	99	95	98
CCN1CCc2c(OCC(=O)N3CCCc4ccccc43)cccc2C1=O	102	1	0	104	93	96	103	106
COc1ccccc1C(CNC(=O)c1ccc(C)c(S(=O)(=O)N2CCCCC2)c1)N(C)C (stereo not drawn)	106	4	0	104	104	100	97	102
COc1ccc(CCC(=O)Nc2nc3ccccc3[nH]2)cc1OC	96	0	0	109	93	102	101	92
CCn1c(=S)sc2c(=O)n(CC(=O)Nc3cc(OC)ccc3OC)c(C)nc21	99	32	2	101	94	101	98	92
CCN(CC)S(=O)(=O)c1ccc(Cl)c(C(=O)OC2CC(C)OC2=O)c1 (stereo not drawn)	111	4	2	111	97	111	107	101
COc1ccc(OC)c(S(=O)(=O)N2CCC(C(=O)N(C)Cc3ccccc3)CC2)c1	101	-1	0	107	91	100	106	105
CCOc1ccc(CC(=O)N2CCC3(CC2)NCCc2[nH]cnc23)cc1	97	11	3	90	83	96	91	96
COc1cccc(CN(C)C(=O)CC2C(=O)NCCN2C2Cc3ccccc3C2)c1 (stereo not drawn)	101	0	0	106	101	104	101	113
CCOC(=O)c1c(CSc2ccc(C)cc2)oc2ccc(O)cc12	100	1	0	96	96	99	96	94
COc1ccc(CCNC(=S)Nc2cccc(C)c2)cc1	108	-1	0	106	103	100	108	117
Cc1cc2oc(=O)cc(CN3CCOCC3)c2c(C)c1Cl	107	3	0	99	91	102	96	104
Fc1cccc(CSc2nc3ncccc3[nH]2)c1	99	-6	1	96	77	97	101	98
CN(C(=O)COC(=O)c1cc([N+](=O)[O-])ccc1Cl)c1ccccc1	110	0	0	109	98	100	103	95
Cc1cc(C)n2nc(-c3sccc3-n3c(C)ccc3C)cc2n1	102	0	0	98	86	93	98	97
O=C1[C@@H]2Cc3c([nH]c4ccccc34)C(c3ccccc3)N2C(=O)CN1C1CC1 (stereo partly drawn)	107	-13	0	106	109	99	112	102
C[C@H](C(=O)CC(=O)OC(C)(C)C)[C@H](O)c1ccc(C(F)(F)F)cc1	92	17	2	90	86	105	92	110
COc1ccc(S(N)(=O)=O)cc1C(=O)N(C)CC(=O)Nc1ccc(N2CCOCC2)cc1	98	-4	0	106	82	106	101	99
O=C(Nc1ccc(S(=O)(=O)N2CCCCCC2)cc1)C1CCCO1 (stereo not drawn)	106	12	1	98	105	98	88	99
O=C(Nc1ccccc1Cl)N1CCN(c2ccccn2)CC1	97	11	0	100	90	100	104	101
O=C(c1ccccc1)C1CCN(C(=O)c2ccc(Cl)cc2)CC1	100	-11	1	84	104	98	84	117
Cc1cc(C)cc(NC(=O)COC(=O)CCCNC(=O)c2ccc(Cl)cc2)c1	112	3	1	103	108	106	102	101
O=C(NC1=NCCS1)c1cc(-c2ccccc2)nn1-c1ccccc1	89	9	3	96	101	101	106	88
O=C(CCC1CCCC1)N1CCN(C(=O)C2CC2)CC1	98	5	0	101	96	96	102	95

Quoted at random: 3 entries already listed.
SMILES	MEP2 TOR yeast	VLA-4 inh	GRK2 inh	AGP1-GFP MLPCN	Yeast superoxide	RPL19A-GFP yeast	CIT2 TOR yeast	LAP4-GFP MLPCN
CCOc1ccc(CC(=O)N2CCC3(CC2)NCCc2[nH]cnc23)cc1	97	11	3	90	83	96	91	96
CCOC(=O)c1c(CSc2ccc(C)cc2)oc2ccc(O)cc12	100	1	0	96	96	99	96	94
COc1cccc(CN(C)C(=O)CC2C(=O)NCCN2C2Cc3ccccc3C2)c1 (stereo not drawn)	101	0	0	106	101	104	101	113

(cont.)
SMILES	MEP2 TOR yeast	VLA-4 inh	GRK2 inh	AGP1-GFP MLPCN	Yeast superoxide	RPL19A-GFP yeast	CIT2 TOR yeast	LAP4-GFP MLPCN
CN(C(=O)CSc1nc2cc(Cl)ccc2c(=O)n1Cc1ccco1)C1CCS(=O)(=O)C1 (stereo not drawn)	98	0	7	105	105	101	98	114
O=C(N/N=C\c1ccc(COc2ccc([N+](=O)[O-])cc2)o1)c1cccc(Cl)c1	91	-6	0	95	103	100	99	92
COc1cc(C(=S)N2CCOCC2)ccc1OC(=O)Cc1ccc(F)cc1	105	11	2	104	110	104	104	97
Cc1nc2c(-c3ccccc3)c(C)nn2c(C)c1CCC(=O)NC(C)CCc1ccco1 (stereo not drawn)	109	8	2	109	111	104	103	103
COc1cc(O)c(CCO)c2c1C(=O)C[C@@H](C)O2	109	-18	1	107	86	102	107	107
COc1ccc(-c2nnc3ccc(SCC(=O)NCc4ccco4)nn23)cc1OC	94	10	2	97	117	96	87	95
O=C1CC(N2CCN(Cc3ccccc3)CC2)C(=O)N1c1ccccc1 (stereo not drawn)	106	7	0	107	111	101	99	102
O=C(COC(=O)c1cc(=O)c2ccccc2o1)Nc1ccc2ccccc2c1	96	-31	0	97	76	100	101	91
Cc1ccc(CC2CC(=O)N(c3ccc(C)cc3)C2=O)cc1 (stereo not drawn)	102	7	17	113	73	110	101	105
COc1ccccc1N1CCN(C(=O)CN(c2cc(C)cc(C)c2)S(C)(=O)=O)CC1	101	0	1	103	111	98	105	99
CCn1c(SCc2ccccc2Cl)nc2ccccc21	101	4	0	94	108	/	82	105
Cc1ccc(NC(=O)C[n+]2ccn(C3=C([O-])c4ccccc4C3=O)c2)cc1	99	12	4	98	100	95	92	114
Cc1ccc(/C=N/NC(=O)c2nnn(-c3nonc3N)c2CSc2ccc(Cl)cc2)cc1	94	4	2	97	97	100	97	107
COc1ccc(/C=C2\Oc3cc(OCC(=O)N4CCC[C@H]4C(=O)O)ccc3C2=O)c(OC)c1OC	92	-12	0	101	82	99	101	103
CCn1c(SCCN2CCOCC2)nc2c1c(=O)n(C)c(=O)n2C	102	2	0	95	104	100	104	85
CCS(=O)(=O)N1CCC(C(=O)NCC2CCCO2)CC1 (stereo not drawn)	102	5	4	94	113	100	101	96
Cc1[nH]c(C)c(S(=O)(=O)N2CCN(c3ccc(Cl)cc3)CC2)c1C(=O)N1CCCC1	105	5	1	102	113	98	103	96
COc1ccc(NC(=O)CN2CCCC2)cc1	103	0	0	105	100	110	100	99
COc1ccc(S(=O)(=O)NNC(=O)c2csc(-n3nc(C)cc3C(F)(F)F)n2)cc1	100	-4	0	96	113	96	93	102
COc1ccc(OS(=O)(=O)c2ccc(N3C(=O)CCC3=O)cc2)cc1	103	6	0	98	124	101	94	94
Cc1cccc(-n2cc(-c3ccccc3)c3c(=O)[nH]cnc32)c1	106	15	3	90	110	98	110	70
